# Bioassay records as filed in PubChem.
# MBNL1-CUG inh = blocks human MBNL1 binding to CUG repeat RNA; TR-FRET MBNL1-His/biotin-(CUG)12 binding, 665/545 ratio; actives 0.036% (n = 280,000); Potency, µM (doses to about 57.5 µM), for inactives: at the top dose activity change, negative = inhibition, usual class: inhibitors; Q9NR56; AID 2675; active means well fitted inhibition curve with a large enough effect in the signal ratio, with a control signal flat, not every such curve was filed as active; inconclusive means small, poorly fitted or top-dose-only effect, or effect the other way, or a change in a side signal; inactive means no such curve, though single readings can be large or run the other way; the % refers to the signal ratio; further: on the % scale 0 is the no-effect control and ±100 the full control effect
#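 MBNL1-His + Biotin-(CUG)12, cpd titration 92 nM–58 uM; Tb anti-His Ab 0.055 ng/ul, SA-XL665 5 nM (final); 60 min RT; ratiometric 665/545 nm, Ex 340 nm; normalized to buffer and full-complex controls.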
# BRCA1 expr act = BRCA1 expression activation; MCF7-BRCA1-FFLuc reporter, luminescence, 48 h; response scale: scaled: vehicle 0%, 10 µM genistein 100%; Potency, µM (doses to about 46.1 µM), for inactives: at the top dose activation, hits mostly activators; actives 1.1% (n = 380,000); AID 624202; further: nearly all actives have a fitted effect of over 80% in size; some results filed as inactive show a strong effect at the top dose
#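 MCF7-BRCA1-FFLuc, 2000 cells/well; 2 h attach, 37 °C/5% CO2; compound 48 h; luciferase substrate 15 min; luminescence end-point. Norm. to genistein 10 microM max activation and DMSO; concentration-response curves fitted.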
# FLuc modulator = firefly luciferase modulation, counter-screen for miR-21 project | P08659 | purified FLuc, Km substrates, luminescence inhibition | Potency, µM (top dose mostly 57.5 µM), for the others: top-dose activity change, negative = inhibition, most hits filed as inhibitors | actives 6.9% (n = 360,000) | AID 588342;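 further: plate controls were vehicle for no effect and reference inhibitor for full effect; nearly all actives have a fitted effect of over 55% in size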
# Target sequence (P08659 whole entry, looked up): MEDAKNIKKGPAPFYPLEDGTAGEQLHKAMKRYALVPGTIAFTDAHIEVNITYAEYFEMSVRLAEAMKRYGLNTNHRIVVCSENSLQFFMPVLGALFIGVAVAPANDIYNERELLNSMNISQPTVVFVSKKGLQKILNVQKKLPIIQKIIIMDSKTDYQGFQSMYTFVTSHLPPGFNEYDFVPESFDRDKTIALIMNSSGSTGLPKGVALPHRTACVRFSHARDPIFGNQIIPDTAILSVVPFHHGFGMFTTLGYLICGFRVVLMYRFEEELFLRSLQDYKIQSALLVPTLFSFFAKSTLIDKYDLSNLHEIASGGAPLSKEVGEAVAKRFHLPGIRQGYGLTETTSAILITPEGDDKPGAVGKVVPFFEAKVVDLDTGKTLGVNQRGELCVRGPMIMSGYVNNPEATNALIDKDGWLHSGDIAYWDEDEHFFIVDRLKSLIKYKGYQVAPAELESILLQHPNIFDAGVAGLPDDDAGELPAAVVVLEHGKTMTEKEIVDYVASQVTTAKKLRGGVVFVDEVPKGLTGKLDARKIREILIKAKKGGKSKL
#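 Biochemical qHTS of compounds, final roughly 60 µM downward over six points, against 10 nM purified firefly luciferase using Km concentrations of substrates (10 uM D-luciferin, 10 uM ATP) in Tris acetate pH 7.5 buffer; luminescence output.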
# uPA surface inh = inhibitors of cell surface uPA generation; Potency, µM (highest dose often 38.3 µM), inactives show at the highest dose activity change, negative = inhibition, most hits filed as inhibitors; actives 0.31% (n = 330,000); cell surface uPA generation assay, qHTS; AID 540303; active means well fitted inhibition curve with a large enough effect; inconclusive means small, poorly fitted or top-dose-only effect; inactive means no such curve, though single readings can be large or run the other way; tested in mouse RAW 264.7 cells; further: on the % scale 0 is the no-effect control and ±100 the full control effect; nearly all actives have a fitted effect of over 55% in size
# ELG1 genotoxic = induces genotoxicity in HEK293T cells with luciferase-tagged ELG1 | actives 1.3% (n = 330,000) | Potency, µM (top dose mostly 46 µM), inactives show at the top dose activity change, positive = activation, usual class: activators | HEK293T ELG1-luciferase reporter, luminescence, 16 h | AID 504466; further: % of control where 0% means no effect; nearly all actives have a fitted effect of over 60% in size
#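 ELG1-luciferase HEK293T cells, 2,000/well; compound pinned in; 16 hr, 37 °C, 5% CO2; ONE-Glo, 30 min RT; luminescence on CCD imager.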
# Rab9 promoter act = activators of Rab9 promoter | Huh7 Rab9 promoter-luciferase reporter, luminescence, 24 h | Potency, µM (top dose mostly 9.22 µM), for inactives: top-dose activation, negative = inhibition, hits mostly activators | actives 2.8% (n = 320,000); further: % of control where 0% means no effect; nearly all actives have a fitted effect of over 60% in size
#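 Stable Rab9-luc Huh7, 1500 cells/well, 2 h settle; cmpd in DMSO, 24 h, 37 °C/5% CO2; luciferase reagent 10 min RT; luminescence.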
# p53 reactivation = re-activators of mutant p53. H1299 p53-A138V BP100-luciferase reporter, luminescence, 24 h. Potency, µM (titrated, usually from 92.2 µM), without a hit: top-dose activity change, positive = activation, most hits filed as activators. actives 0.063% (n = 320,000). AID 504706; further: % of control where 0% means no effect; nearly all actives have a fitted effect of over 45% in size
#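 H1299 (p53-null), stable ts p53-A138V + BP100-Luc; 1000 cells/well, Opti-MEM/10% FBS; cpd 4 pt, 1:5; 24 h, 37 deg C, 5% CO2; detection reagent 10 min RT; luminescence.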
# NPC1 prom act = activators of NPC1 promoter | actives 2.4% (n = 320,000) | Potency, µM (top dose mostly 9.22 µM), for inactives: top-dose activation, hits mostly activators | AID 485313 | Huh7 NPC1 promoter luciferase reporter, 24 h;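 further: % of control where 0% means no effect; nearly all actives have a fitted effect of over 60% in size; reporter is driven by a mutant NPC1 promoter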
#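 Luminescence from an NPC1 promoter-driven luciferase reporter in stably transfected Huh7 cells was measured after 24 h compound treatment at 37 °C, followed by 10 min ambient incubation with luciferase detection reagent.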
# RORgamma inh = ROR gamma (mouse) transcription inhibition; Drosophila S2 Gal4-RORgamma UAS-luciferase reporter, 20 h; Potency, µM (highest dose often 53.6 µM), for the others: at the top dose activity change, negative = inhibition, hits mostly inhibitors; actives 5.4% (n = 310,000); AID 2551; further: on the % scale 0 is the no-effect control and ±100 the full control effect; nearly all actives have a fitted effect of over 60% in size
# Target sequence (P51450 whole entry, looked up, the tested form may be a part): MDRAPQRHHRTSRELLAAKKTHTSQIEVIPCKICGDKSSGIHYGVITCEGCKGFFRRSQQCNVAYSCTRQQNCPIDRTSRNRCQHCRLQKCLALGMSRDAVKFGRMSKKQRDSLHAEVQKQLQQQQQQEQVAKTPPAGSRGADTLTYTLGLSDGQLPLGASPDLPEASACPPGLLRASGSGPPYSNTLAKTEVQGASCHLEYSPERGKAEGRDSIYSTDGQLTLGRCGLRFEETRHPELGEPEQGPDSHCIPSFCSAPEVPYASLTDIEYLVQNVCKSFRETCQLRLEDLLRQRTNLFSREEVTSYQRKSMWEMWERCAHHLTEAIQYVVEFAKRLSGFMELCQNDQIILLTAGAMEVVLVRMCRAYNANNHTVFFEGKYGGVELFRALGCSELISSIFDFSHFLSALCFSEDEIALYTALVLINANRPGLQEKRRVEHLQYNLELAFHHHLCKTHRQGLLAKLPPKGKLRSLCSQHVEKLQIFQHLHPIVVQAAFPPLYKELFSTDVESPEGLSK
#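 Stably transfected Drosophila Schneider cells are the test system, with ROR gamma fused to Gal4 and luciferase under UAS control; luminescence is read after 20 hr of 700 uM copper sulfate induction at ambient temperature.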
# VP16 counter = inhibits Gal4-VP16 luciferase reporter, ROR gamma counter-screen; Drosophila S2 Gal4-VP16 UAS-luciferase, luminescence, 20 h; Potency, µM (doses to about 53.6 µM), inactives show at the highest dose activity, negative = inhibition, hits mostly inhibitors; actives 3.5% (n = 310,000); AID 2546;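 further: Gal4-VP16 expression switched on by copper sulfate through the metallothionein promoter; on the % scale 0 is the no-effect control and ±100 the full control effect; nearly all actives have a fitted effect of over 50% in size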
# Starred values were filed as active, the others as inactive; ? = inconclusive; . = no result given; & = joins results of further samples; [ ] = another dose, or the depositor's remark. Unless noted, the call rests on the fitted dose curve; in most records, active means well fitted curve in the direction sought with a large enough effect; inconclusive means small, poorly fitted or top-dose-only effect, or another doubt; inactive means no such curve, though single readings can be large; an effect the other way counts as inactive or inconclusive. Potency means the concentration at half of the fitted maximal effect.
SMILES,MBNL1-CUG inh,BRCA1 expr act,FLuc modulator,uPA surface inh,ELG1 genotoxic,Rab9 promoter act,p53 reactivation,NPC1 prom act,RORgamma inh,VP16 counter
COc1cc(/C=N/NC(=O)c2nc(C)cc(C)n2)ccc1O,?,38%,?,5%,9%,19%,9%,14%,26%,9%
O=C(CCc1nc(-c2ccccc2F)no1)NC1CCCCCC1,-12%,-9%,-6%,8%,-1%,17%,12%,2%,8%,-1%
COC(=O)CC1COc2ccccc2N1S(=O)(=O)c1ccc(OC)cc1 (stereo not given),-5%,-74%,-19%,-10%,-1%,-5%[1.84 µM],-2%,-34%[inhibitor],4%,5%
COc1ccc(S(=O)(=O)Nc2ccccc2C)cc1C(=O)N1CCOCC1,-8%,-25%,2%,2%,0%,10%,1%,-1%,-11%,-11%
CNC(=O)c1cc2c(cn1)[nH]c1ccccc12,.,36%&18%,.,-84%,.,?,.,?,-43%,-7%
CC(C)(C)CC(=O)Nc1cccc(-c2cn3cccnc3n2)c1,?,8.9µM*,11µM*,?,?,2.5µM*,5%,?,-1%,-8%
CC(NC(=O)COC(=O)CN1C(=O)C2CCCCC2C1=O)c1ccccc1 (stereo not given),.,-11%,.,0%,5%,.,1%,.,.,.
CCCCc1ccc(S(=O)(=O)Nc2nnc(C)s2)cc1,?,2%,-14%,-4%,-3%,1%,5%,-4%,14%,-5%
COc1ccccc1Nc1nnc(SC(C)C(=O)NC2CC2)s1 (stereo not given),.,8%,4%,-6%,3%,-3%,3%,-1%,.,.
CCCC(=O)Nc1c(O)c2ccccc2[nH]c1=O,-8%,-7%,1%,3%,-1%,-2%,9%,0%,-4%,-11%
CC1(C)CC2CC(C)(CN2C(=O)CCCN2C(=O)c3ccccc3C2=O)C1 (stereo not given),8%,-6%,4%,9%,-1%,0%,2%,1%,9%,1%
CCC/C=C1/CCCOC(C(=O)NCc2ccc(C)o2)(C(F)(F)F)C1 (stereo not given),.,2%,.,?,0%,.,-7%,.,4%,4%

# A draw from above in order of molar mass, ascending:
SMILES,MBNL1-CUG inh,BRCA1 expr act,FLuc modulator,uPA surface inh,ELG1 genotoxic,Rab9 promoter act,p53 reactivation,NPC1 prom act,RORgamma inh,VP16 counter
CNC(=O)c1cc2c(cn1)[nH]c1ccccc12,.,36%&18%,.,-84%,.,?,.,?,-43%,-7%
CCCC(=O)Nc1c(O)c2ccccc2[nH]c1=O,-8%,-7%,1%,3%,-1%,-2%,9%,0%,-4%,-11%
COc1cc(/C=N/NC(=O)c2nc(C)cc(C)n2)ccc1O,?,38%,?,5%,9%,19%,9%,14%,26%,9%
O=C(CCc1nc(-c2ccccc2F)no1)NC1CCCCCC1,-12%,-9%,-6%,8%,-1%,17%,12%,2%,8%,-1%
COc1ccccc1Nc1nnc(SC(C)C(=O)NC2CC2)s1 (stereo not given),.,8%,4%,-6%,3%,-3%,3%,-1%,.,.
COC(=O)CC1COc2ccccc2N1S(=O)(=O)c1ccc(OC)cc1 (stereo not given),-5%,-74%,-19%,-10%,-1%,-5%[1.84 µM],-2%,-34%[inhibitor],4%,5%

# (list continues)
SMILES,MBNL1-CUG inh,BRCA1 expr act,FLuc modulator,uPA surface inh,ELG1 genotoxic,Rab9 promoter act,p53 reactivation,NPC1 prom act,RORgamma inh,VP16 counter
CC(=O)Nc1ccc(C(=O)OCC(=O)NCc2cccs2)cc1,.,1%,-1%,12%,3%,-4%,?,0%,.,.
CC1CSC(N(C(=O)c2ccc(S(C)(=O)=O)cc2)c2ccc(Cl)cc2)=N1 (stereo not given),2%,22%,1%,0%,-6%,1%,1%,-2%,15%,-4%
COc1cccc(OCC(O)CN2CCN(CCN3C(=O)c4cccc5cccc(c45)C3=O)CC2)c1 (stereo not given),.,25%,1%,-13%,-2%,-1%,-2%,-17%,-25%,-19%
CCCn1c(=O)c2c(nc3n2CCN3Cc2ccco2)n(C)c1=O,-2%,0%,-1%,2%,-3%,-2%,3%,1%,43%,-4%[10 µM]
CC1CC(C)CN(C(=O)c2ccc3c(c2)N(Cc2ccccc2)CCS3)C1 (stereo not given),29%,-24%,-1%,?,-14%,1%,0%,-4%,2%,10%
O=C(COC(=O)c1cccs1)Nc1ccc(Cl)cn1,.,-2%,.,6%,0%,.,19%,.,.,.
O=C(c1ccc(N2C(=O)CCC2=O)cc1)N1CCOCC1,4%,-3%,0%,-6%,3%,0%,4%,-3%,-25%,0%
CNS(=O)(=O)c1cc(C(=O)NCc2ccco2)ccc1Cl,-4%,-8%,-1%,3%,1%,-5%,-2%,-4%,14%,9%
COC(=O)NC(=C(Cl)Cl)S(=O)(=O)c1ccccc1,2%,-82%,3%,-10%,.,.,.,.,10µM*,18µM*
Cc1ccc2nc(N3CCN(Cc4nnnn4C4CCCC4)CC3)c(C#N)cc2c1,34%[activator],-11%,-4%,-5%,-1%,-5%,-10%,-1%,45%,2%
CCOC(=O)C(=O)C1=C(N2CCOCC2)/C(=C\c2cccc([N+](=O)[O-])c2)CC1,?,6%,1%,7%,4%,-9%,24%,-1%,18%,?
O=C(NC1CCCCC1)c1ccc(Cn2cc(Cl)cn2)cc1,-1%,15%,-2%,-7%,0%,4%,1%,-3%,23%,5%
Cc1c(NC(=O)CSc2n[nH]c(=O)n2-c2ccccc2)c(=O)n(-c2ccccc2)n1C,-5%,1%,0%,2%,0%,-6%,-1%,-3%,23%,-6%
CSCC[C@H](NC(=O)[C@H](Cc1ccccc1)n1c(=O)[nH]c2ccccc2c1=O)C(=O)N1CCC[C@@H]1C(=O)O,-5%,3%,1%,16%,4%,-8%,.,-5%,-31%,-3%
Cc1cc(C(=O)OCC(=O)NCc2cccs2)ccc1[N+](=O)[O-],.,-10%,.,-1%,-1%,.,-3%,.,.,.
O=C1CC(N2CCN(c3ccc(F)cc3)CC2)C(=O)N1Cc1ccccc1 (stereo not given),-1%,-28%,-1%,0%,-5%,11%,.,11%,9%,4%
C=C(C)c1cccc(C(C)(C)NC(=O)NCC2COCCO2)c1 (stereo not given),?,44%,6%,10%,1%,-2%,-4%,-9%,-27%,?
CC(Oc1cc2oc(=O)c3c(c2cc1Cl)CCC3)C(=O)NCCCn1ccnc1 (stereo not given),-1%,10%,-2%,12%,0%,-3%,5%,0%,-3%,5%
N/C(=N\OC(=O)c1cc(Cl)ccc1Cl)c1ccncc1,-9%,5%,13µM*,-1%,?,?,27%,20%,25%,-5%
CCOC(=O)CCNC(=O)Nc1ccc2nc(C)n(Cc3ccc(Cl)cc3)c(=O)c2c1,8%,5%,1%,-1%,3%,4%,-8%,-2%,-13%,-2%
Cc1cccc(N(C(=O)CNC(=O)c2ccco2)C(C(=O)NC2CCCC2)c2ccncc2)c1 (stereo not given),-29%,-6%,4%,-1%,4%,-3%,-8%,-4%,0%,-11%
COc1cc(-c2csc(CCn3nc(C)cc3C)n2)cc(OC)c1OC,-1%,24%,-1%,11%,-4%,10%,-1%,1%,5%,-8%
CCCNC(=O)N1c2ccccc2Sc2ccccc21,-5%,-11%,1%,23%,-4%,-4%,-3%,-5%,19%,1%
COc1ccc(NC(=O)NC23CC4CC(CC(C4)C2)C3)cc1OC,1%,10%,?,-4%,-2%,1%,-1%,2%,39%,28%
CC12C(=O)N(c3nccs3)C(=O)C1C1C=CC2C1 (stereo not given),-3%,25%,3%,3%,1%,-5%,17%,1%,-32%,2%
O=C(Nc1ccc(Br)cn1)c1cccc2c1-c1ccccc1C2=O,11%,-59%,1%,?,1%,-3%,1%,-24%,-4%,13%
CC[n+]1c(/C=C/C=C/N(C(C)=O)c2ccccc2)sc2ccccc21,14%,-43%,0%,-3%,-7%,-4%,3%,-3%,40%,-14%
O=C1CC(c2ccccc2)Cc2nc3nc(C(F)(F)F)nn3cc21 (stereo not given),5%,-18%,1%,-2%,-1%,1%,-1%,0%,-11%,-3%
Cc1cc2c(cc(C(=O)NCCCN3CCOCC3)n2Cc2ccc(Cl)cc2)o1,7%,0%,8%,3%,-4%,0%,-21%,0%,?,10µM*

# Pulled one by one from the entries so far, 2 records:
SMILES,MBNL1-CUG inh,BRCA1 expr act,FLuc modulator,uPA surface inh,ELG1 genotoxic,Rab9 promoter act,p53 reactivation,NPC1 prom act,RORgamma inh,VP16 counter
COc1cc(-c2csc(CCn3nc(C)cc3C)n2)cc(OC)c1OC,-1%,24%,-1%,11%,-4%,10%,-1%,1%,5%,-8%
COC(=O)CC1COc2ccccc2N1S(=O)(=O)c1ccc(OC)cc1 (stereo not given),-5%,-74%,-19%,-10%,-1%,-5%[1.84 µM],-2%,-34%[inhibitor],4%,5%
